M. tuberculosis GlmU: inhibition of mycobacterial GlmU enzyme – biochemical, glucosamine-1-phosphate acetyltransferase (AID 1376) | M. tuberculosis GlmU acetyltransferase enzyme assay; higher % means a stronger effect | hit rate 0.25% among 220,000 | inhibition, %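 (tested at 30 µM in the primary screen)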; hits with a dose series show IC50 in µM; in the data active = inhibition above about 13%;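 also: 0% = complete reaction with vehicle and 100% = reaction without substrate; strong numbers were not always called active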
RmlCD inh 1536: M. tuberculosis RmlC/RmlD inhibition; RmlC+RmlD coupled enzyme assay, percent inhibition; primary screen in compound mixtures; inhibition, % at 3.6 µM; hit rate 0.03% among 160,000; in the data active = inhibition mostly above about 34%, no sharp cut-off; also: some results filed as inactive read as strong as hits
Target sequence (P9WH09 whole entry, looked up): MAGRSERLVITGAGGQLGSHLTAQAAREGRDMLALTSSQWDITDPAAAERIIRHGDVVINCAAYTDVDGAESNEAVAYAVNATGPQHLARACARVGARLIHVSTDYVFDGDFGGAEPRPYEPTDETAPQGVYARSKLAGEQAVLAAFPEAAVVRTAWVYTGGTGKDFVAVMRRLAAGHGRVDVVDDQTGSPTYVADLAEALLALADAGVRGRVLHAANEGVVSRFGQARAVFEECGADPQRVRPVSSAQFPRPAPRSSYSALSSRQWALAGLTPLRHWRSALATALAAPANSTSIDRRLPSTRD
Target sequence (P9WH11 whole entry, looked up): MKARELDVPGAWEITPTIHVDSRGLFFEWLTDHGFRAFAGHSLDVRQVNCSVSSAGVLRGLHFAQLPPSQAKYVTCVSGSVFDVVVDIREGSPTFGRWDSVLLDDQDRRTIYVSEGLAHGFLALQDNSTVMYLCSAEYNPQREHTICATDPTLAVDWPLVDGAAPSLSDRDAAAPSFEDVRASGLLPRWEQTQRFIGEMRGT
* = called active by the depositor; x = not tested or not shown; & = joins results of further samples. These rows are one share of the data; rates above refer to the full screens.

SMILES	M. tuberculosis GlmU	RmlCD inh 1536
NC(=S)n1[nH]c(-c2ccc([N+](=O)[O-])cc2)c(N=Nc2ccc(Cl)cc2)c1=O	0.9%	9
COc1ccc(O)c(C(C)(C)C)c1	-3.6%	-8
COc1cc(NC(=O)CCN2CCN(c3ccccc3F)CC2)cc(OC)c1	-3.6%	x
CSc1nc2ccc(NC(=O)C3CCCO3)cc2s1 (stereo not drawn)	-3.1%	x
Nc1ncncc1-c1ccc([N+](=O)[O-])cc1	-1.4%	7
CC(C)[C@H](NC(=O)c1ccccc1Cl)C(=O)NC1CCCCCC1	0.5%	x
COc1ccc(OC)c(NC(=S)NCc2ccccc2OC)c1	-4.8%	-9
Cc1ccc(NC(=S)/C(=C(\[O-])c2ccc(Cl)s2)[n+]2cccc(CO)c2)cc1C	-5.4%	x
COc1cc(CN2CCNC(=O)C2CC(=O)O)cc(OC)c1 (stereo not drawn)	7.0%	18
COc1cc(C(=O)OCC(=O)NCc2ccccc2)cc(NC(=O)c2ccco2)c1OC	1.0%	-12
NC(=O)CSc1ncnc2c1oc1ccccc12	2.8%	-4
CCOC(=O)c1c(-c2ccccc2)oc2ccc(O)c(CN(C)C)c12	-7.4%	x
Clc1ccc(Cc2nc(-c3ccncc3)no2)cc1	-6.9%	-4
O=S(=O)([N-]c1nc2ccccc2nc1-[n+]1ccccc1)c1ccc(F)cc1	-1.8%	-11
O=C(O)c1ccc(-n2nnnc2SCc2ccccc2)cc1	4.2%	x
Cc1ccnc(Sc2ncccc2[N+](=O)[O-])n1	0.0%	1
CCOc1ccc(C2c3[nH]c4ccccc4c3CCN2Cc2cn(CC)nc2C)cc1 (stereo not drawn)	-1.1%	x
NC(=O)c1cnn2c(C(F)(F)F)cc(-c3ccccc3)nc12	0.0%	10
CCSc1nnc(NC(=O)CSc2nccn2-c2cccc(C)c2)s1	-4.1%	7
CCC1CCCCN1CCCNC(=O)C1CCN(S(=O)(=O)N2CCCCC2)CC1 (stereo not drawn)	-12%	x

A draw from above in order of molar mass, falling.
SMILES	M. tuberculosis GlmU	RmlCD inh 1536
Cc1ccc(NC(=S)/C(=C(\[O-])c2ccc(Cl)s2)[n+]2cccc(CO)c2)cc1C	-5.4%	x
CCC1CCCCN1CCCNC(=O)C1CCN(S(=O)(=O)N2CCCCC2)CC1 (stereo not drawn)	-12%	x
NC(=S)n1[nH]c(-c2ccc([N+](=O)[O-])cc2)c(N=Nc2ccc(Cl)cc2)c1=O	0.9%	9
CCSc1nnc(NC(=O)CSc2nccn2-c2cccc(C)c2)s1	-4.1%	7
CSc1nc2ccc(NC(=O)C3CCCO3)cc2s1 (stereo not drawn)	-3.1%	x
Cc1ccnc(Sc2ncccc2[N+](=O)[O-])n1	0.0%	1
COc1ccc(O)c(C(C)(C)C)c1	-3.6%	-8

The listing continues.
SMILES	M. tuberculosis GlmU	RmlCD inh 1536
COc1ccc(N2C(=O)C3C4c5ccccc5C(C=Nc5ccc(C)cc5C)(c5ccccc54)C3C2=O)cc1 (stereo not drawn)	-2.0%	x
Cc1c(C(=O)OCC(=O)Nc2cccc(S(N)(=O)=O)c2)oc2c1ccc1ccccc12	-2.9%	x
CCOC(=O)CCc1cnccc1-c1cccc(OC)c1O	3.1%	x
O=c1cc(N2CCN(c3ccccc3)CC2)[nH]c(=O)n1-c1ccccc1	-2.9%	16
CCC(C)[C@H](NC(=O)Nc1ccccc1F)C(=O)O (stereo partly drawn)	0.1%	28
Cc1nn(C(C)C)c(C)c1CN1CCCC(C(=O)c2cccc(OC(C)C)c2)C1 (stereo not drawn)	1.6%	7
COCc1cc(CN2CCCC(CNC(=O)c3ccc(F)cc3)C2)ccc1OC (stereo not drawn)	-1.6%	-12
NC(=O)[C@H]1CC2(CC(c3cccc(NC(=O)CC(c4ccccc4)c4ccccc4)c3)=NO2)CN1C(=O)C(c1ccccc1)c1ccccc1 (stereo partly drawn)	3.8%	5
Cc1ccc2c(CN3CCN(CCO)CC3)cc(=O)oc2c1	x	-7
CC(C)(C)NC(=O)COC(=O)c1ccc(Cl)c(S(N)(=O)=O)c1	0.5%	4
S=C(c1ccc[nH]1)N1CCOCC1	0.5%	x
Oc1ccccc1/C=N/Nc1ccccc1	-3.5%	-8
NC(=S)Cc1ccc(Cl)cc1Cl	-1.3%	-11
c1ccc(-c2nc(NC3CC3)nc(-n3ccnc3)n2)cc1	-0.1%	x
CC1Cc2ccccc2N1C(=O)CN1CCC(n2nnc3cc(C(F)(F)F)ccc32)CC1 (stereo not drawn)	-5.6%	4
CCc1ccc2oc(C(=O)NCc3ccc(S(N)(=O)=O)cc3)c(C)c2c1	-5.6%	72
COc1ccc(CCNC2=C(Cl)C(=O)N(CCc3ccccc3)C2=O)cc1OC	-2.2%	x
Cc1ccc(C(=O)Nc2cc(Cl)ccc2N2CCCCC2)s1	3.3%	x
O=C(OCc1csc(Nc2ccccc2)n1)c1ccc(Cl)cc1	-1.2%	x
CC(Sc1nc2ccccc2s1)C(=O)c1c(N)n(C)c(=O)n(C)c1=O (stereo not drawn)	2.4%	x
COc1ccc(C(C)=O)cc1CSCCC#N	-3.5%	x
CCOC(=O)N/N=C\c1ccc([N+](=O)[O-])o1	6.1%	x
c1ccc(OCCOc2ccccc2-c2nnco2)cc1	-3.1%	x
CC(C)COC(=O)c1ccccc1N1C(=O)C2C3CCC(C3)C2C1=O (stereo not drawn)	-4.4%	-3
Cn1c(=O)c2c(ncn2CC(=O)OCC(=O)Nc2ccc(Cl)cc2)n(C)c1=O	-2.6%	-7
COc1ccc(NCC(=O)N/N=C/c2cc([N+](=O)[O-])ccc2N2CCCC2)cc1	2.2%	2
Nc1nonc1-n1nnc(C(=O)N/N=C/C2CC=CCC2)c1CSc1ccccc1 (stereo not drawn)	1.2%	-10
CC(C)(C)c1ccc(NC(=O)N2CCCN(c3ccc([N+](=O)[O-])cn3)CC2)cc1	-0.3%	1
Clc1ccc(Sc2cnc3ccccc3n2)cc1	2.8%	12
COC(=O)c1ccc(CSc2cc(C)c3ccccc3n2)o1	1.4%	-9
C=CCNC(=O)c1ccc(-c2nc(-c3ccccc3)cs2)cc1	2.1%	-2
Cn1c(=O)c2c(nc(SCCN3CCCCC3)n2Cc2ccc(Cl)cc2)n(C)c1=O	-4.3%	-4
CC(C)(C)c1ccc(C(=O)OC/C(O)=C(\C#N)c2nc3ccccc3s2)cc1	2.7%	7
Cn1nnc2cc(C(=O)N3CCSCC3)ccc21	1.3%	x
O=C(OCc1ccc(Br)cc1)c1ccncc1	0.0%	9
CCC(C)(C)n1nnnc1CN(Cc1cccs1)Cc1cc2cc(OC)ccc2[nH]c1=O	-2.6%	x
CC(NCC(O)COC1CCC(C(C)(C)C)CC1)c1ccccc1 (stereo not drawn)	-3.9%	7
CCOc1ccccc1NC(=O)CNC(=O)Cc1ccccc1	-3.3%	9
CCOc1cc(CNn2cnnc2)ccc1OCC(=O)NC1CCCCC1	-0.8%	-13
O=C(Cn1ncc(Cl)c(Cl)c1=O)N1CCN(Cc2ccccc2)CC1	-1.8%	12
Nc1ccc(/C=C/c2ccc3ncccc3c2)cc1	-4.3%	5
CCCc1nn(C)c(C(=O)Nc2cccc(Cl)c2)c1Cl	-0.6%	10
CCC(C)N=C1Sc2nc3ccc(C)cc3cc2CN1CCOC (stereo not drawn)	8.2%	-14
O=C(CCc1ccc(O)c(O)c1)NNC(=S)Nc1ccc(Br)cc1Cl	7.8%	11
CC(OC(=O)c1oc2ccccc2c1CSC1CCCCC1)C(=O)NC(N)=O (stereo not drawn)	6.4%	-12
O=C(COc1c(Cl)cccc1Cl)NN1C(=O)CSC1=S	3.4%	1
COc1ccc(NC(C)C(=O)N/N=C/c2cc(Br)ccc2OC)cc1 (stereo not drawn)	-1.1%	-5
O=C(C1CCC1)N1CCc2cc(S(=O)(=O)N3CCc4ccccc4C3)ccc21	0.6%	x
Cn1c(=O)c2c(nc(CN3CCN(C(=O)c4ccco4)CC3)n2Cc2ccccc2F)n(C)c1=O	0.7%	-12
CCOC(=O)C1=C(CC)Nc2ccccc2N=C1NC(=O)c1ccc(OC)c(S(=O)(=O)N2CCCCC2C)c1 (stereo not drawn)	-4.0%	1
O=C(O)CCC(=O)Nc1ccc(C(=O)OCC(=O)c2ccc(Cl)cc2Cl)cc1	-3.6%	-9
CCNCc1nc2cc(Cl)ccc2c(=O)[nH]1	2.8%	9
CC(C)(C)NC(=O)C(c1cccs1)N(Cc1ccc(F)cc1)C(=O)c1csnn1 (stereo not drawn)	0.9%	x
O=C(NCCN1CCOCC1)c1cc(-c2ccc(Cl)cc2)on1	1.5%	12
CCN1CCN(c2ncc(C(=O)N3CCCc4ccccc43)c3ccccc23)CC1	-3.0%	x
COc1ccc(N2CCN(C(=O)COCC(=O)O)CC2)cc1	-2.0%	4
NC(=S)N/N=C/c1ccccc1	-1.0%	19
COc1cc(NS(=O)(=O)c2ccc(NC(=S)NC(=O)c3sc4cc(F)ccc4c3Cl)cc2)nc(OC)n1	6.2%	-3
O=C(Oc1c(-c2ccccc2)c(=O)n2c3c(cccc13)CC2)c1ccccc1	x	8
COc1ccccc1Nc1nc(NCc2ccco2)nc(N)c1[N+](=O)[O-]	4.8%	-8

As entered above.
For M. tuberculosis GlmU, `CCN1CCN(c2ncc(C(=O)N3CCCc4ccccc43)c3ccccc23)CC1` has -3.0%
For M. tuberculosis GlmU, `CC(OC(=O)c1oc2ccccc2c1CSC1CCCCC1)C(=O)NC(N)=O` (stereo not drawn) has 6.4%
For RmlCD inh 1536, `Nc1ccc(/C=C/c2ccc3ncccc3c2)cc1` has 5
For M. tuberculosis GlmU, `COc1ccc(N2CCN(C(=O)COCC(=O)O)CC2)cc1` has -2.0%

Other results
SMILES	M. tuberculosis GlmU	RmlCD inh 1536
Cc1cc2c3c(c1)C1(C(=O)N3C(C)(C)CC2C)C(C#N)=C(N)OC2=C1C(=O)CC(C)(C)C2 (stereo not drawn)	0.8%	x
COc1cc(C)ccc1N(CCCN1C(=O)c2cccc3cccc(c23)C1=O)C(=O)c1cccs1	1.4%	-11
CCCCNC(=O)N(c1c(N)n(Cc2ccccc2)c(=O)[nH]c1=O)C1CCCC1	-2.6%	-10
O=C(O)C1CCCCC1C(=O)NCc1ccccn1 (stereo not drawn)	-1.7%	7
Cc1[nH]n2c(=O)c3c(nc2c1-c1ccccc1)CCCC3	3.4%	x
CCN(CC)C(=O)c1ccc(NC(=O)CCCSc2ccccc2)cc1	2.9%	7
O=C(O)CC1COc2ccccc2N1C(=O)c1ccccc1Cl (stereo not drawn)	0.5%	x
Cc1[nH]n2c(=O)c3c(nc2c1-c1ccc(Cl)cc1)CCC3	1.0%	32
O=S(=O)(NCC(c1cccnc1)N1CCN(c2ccccc2)CC1)c1cccs1 (stereo not drawn)	-2.2%	-6
N#Cc1c[nH]n2c(=O)cc(Cc3ccccc3)nc12	2.5%	3
Oc1ccccc1C1=NOC(O)(C(F)F)C1 (stereo not drawn)	2.0%	-6
Nc1c(Cl)ncnc1NCCO	-0.5%&1.2%	30&-4
Cc1ccc(/C=C2\S/C(=N/S(=O)(=O)c3cccs3)NC2=O)cc1	9.5%	-8
Cc1ccc(NC(=O)CN2C(=O)CSC2=O)cc1	-0.2%	x
COc1ccc2oc(=O)c(C(=O)N3CCN(c4ccccc4)CC3)cc2c1	2.2%	12
COCCCNC(=S)N1CCN(c2ccccc2)CC1	-0.9%	-14
CCCCCCC(=O)Nc1nc(C)c(-c2csc(Nc3cc(OC)ccc3OC)n2)s1	2.2%	29
COC(=O)c1ccsc1NC(=O)CSc1nnnn1-c1ccccc1SC	-1.1%	x
Cc1cc2ccccc2n1CCNC(=O)Cc1cccc2ccccc12	-1.9%	6
N#CCCn1c(SCC(=O)N2CCN(S(=O)(=O)c3ccccc3)CC2)nc2ccccc21	3.1%	x

Among those listed so far, these contain a CF3 group.
SMILES	M. tuberculosis GlmU	RmlCD inh 1536
NC(=O)c1cnn2c(C(F)(F)F)cc(-c3ccccc3)nc12	0.0%	10
CC1Cc2ccccc2N1C(=O)CN1CCC(n2nnc3cc(C(F)(F)F)ccc32)CC1 (stereo not drawn)	-5.6%	4

(cont.)
SMILES	M. tuberculosis GlmU	RmlCD inh 1536
Cc1oc(-c2cccs2)nc1CN1CCN(CCC(C)C)C(CCO)C1 (stereo not drawn)	-6.6%	11
COCC1CCCCN1Cc1cn[nH]c1-c1ccc2cc(OC)ccc2c1 (stereo not drawn)	8.5%	-5
O=C(O)c1cccc(COCC(F)(F)C(F)F)c1	-3.6%	9
CC1(C)Cc2nc3sc(C(=O)NCCCO)c(N)c3cc2CO1	0.0%	15
O=C(NCc1ccc2c(c1)OCO2)C1CCN(Cc2cnn(-c3ccccc3)c2-n2cccc2)CC1	-1.5%	7
COc1ccc(/C=C2\Oc3cc(OC(=O)N4CCOCC4)ccc3C2=O)cc1	-2.8%	3
Cc1[nH]c2ccccc2c1C(C[N+](=O)[O-])c1cccc(O)c1 (stereo not drawn)	-3.4%	-11
CCN(CCO)c1ccc(N=Cc2c(O)n(C)c(=S)[nH]c2=O)cc1	-9.5%	13
Cc1ccccc1CN1[C@@H](Cc2ccccc2)COCCS1(=O)=O	-3.5%	x
CC(=O)Nc1c(O)nc(C)[nH]c1=O	1.6%	8
COc1cc(/C=N\NC(=O)c2ccc(C)nc2)ccc1OC(=O)c1ccc2c(c1)OCO2	-3.5%	-3
CN1CCN(C(=O)C23CC4CC(C)(CC(C)(C4)C2)C3)CC1	4.0%	23
O=C(CC(c1ccccc1)c1ccccc1)Nc1ccncc1	0.1%	x
O=S(=O)(c1ccc(Cl)cc1)N1CCNCC1	1.7%	97
COc1ccc(-n2c(SCC#N)nnc2-c2ccc(NS(=O)(=O)c3ccc(C)cc3)cc2)cc1	3.5%	-13
C/C(=N\NC(=O)c1cc(-c2cccc([N+](=O)[O-])c2)n[nH]1)c1ccccc1O	-1.1%	-13
Cc1ccc(-c2cc(-c3ccccc3C)[nH]n2)c(O)c1	1.4%	x
COc1ccc(-c2csc(-c3ccc(O)cc3)n2)cc1	-3.9%	7
COc1ccc(N(CC(=O)Nc2ccc3c(c2)OCO3)S(=O)(=O)c2ccccc2)cc1	-1.1%	0
